CaV13 FRET inh: Primary screen for inhibitors of IQ motif and Ca2+-dependent inactivation inhibitor domain binding in CACNA1D, Förster resonance energy transfer in living cells, …; 0.098% of 340,000 active; AID 743397; inhibition, % at 12.3 µM; HEK cells, CFP/YFP FRET ICDI-IQ, plate reader, 10 min; percent FRET-ratio fall versus neutral wells;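 active = mean replicate inhibition of at least 30% and at least 1% of replicates passing that level; inconclusive = only one of the two criteria is met; inactive = neither criterion is met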;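 also: 0% = median of the neutral control wells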
Peg3 prom inh: inhibitors of Peg3 promoter; inhibition, % at 20 µM; HeLa PEG-Prom luciferase reporter, luminescence, overnight; 1.7% of 360,000 active;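 active = inhibition of at least 50% at 20 µM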
Vif inh: blocks HIV Vif function; HEK293T cells, Vif self-association by quenched fluorescence, imaging, 24 h; inhibition, % at 7.49 µM; 0.35% of 340,000 active; AID 602346; in the data active = inhibition above about 50%, passing the limit was not always enough; inconclusive = no clear call, values can overlap the other calls; inactive = below about 31%; also: some results filed as inactive read as strong as hits
PDI inh: PDI (human) enzyme inhibition; 0.052% of 350,000 active; AID 588391; PDI insulin aggregation turbidity, A650, 90 min; inhibition, % at 10 µM; P07237;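 active = mean inhibition across replicates of 30% or more, whatever share of single replicates reach that level; inconclusive = mean inhibition below 30% while every single replicate reaches 30%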;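 also: absorbance from insulin aggregation driven by PDI reduction with DTT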
Target sequence (P07237 whole entry, looked up): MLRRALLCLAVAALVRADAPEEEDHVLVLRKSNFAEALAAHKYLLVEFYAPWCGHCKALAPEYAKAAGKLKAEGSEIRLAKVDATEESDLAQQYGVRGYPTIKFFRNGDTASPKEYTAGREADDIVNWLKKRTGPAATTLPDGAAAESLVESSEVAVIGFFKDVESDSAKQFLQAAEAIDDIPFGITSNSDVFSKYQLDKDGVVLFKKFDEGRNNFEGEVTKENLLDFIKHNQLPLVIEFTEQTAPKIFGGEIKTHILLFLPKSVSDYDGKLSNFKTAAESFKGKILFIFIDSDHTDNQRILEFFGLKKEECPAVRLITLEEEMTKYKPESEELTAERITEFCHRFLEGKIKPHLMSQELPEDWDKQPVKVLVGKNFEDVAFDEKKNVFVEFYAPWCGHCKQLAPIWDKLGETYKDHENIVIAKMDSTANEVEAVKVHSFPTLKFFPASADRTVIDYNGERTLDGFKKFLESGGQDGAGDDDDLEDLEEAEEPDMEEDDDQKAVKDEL
KKLEB tox: reduces viability of KKLEB cystic fibrosis airway cells; 0.36% of 360,000 active; activity change (cytotoxicity), % at 5 µM; AID 602141; KKLEB CF airway cells viability, ATPlite luminescence, overnight; active compounds read low; cells stimulated with P. aeruginosa culture filtrate;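 active = corrected activity change at or below -50% at 5 µM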
TRPM1 prom inh: inhibitors of MITF-driven TRPM1 promoter in melanoma cells; AID 488899; SK-MEL-5 TRPM1 promoter luciferase, 24 h; 0.83% of 330,000 active; inhibition, % at 12.5 µM;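 active = mean inhibition across replicates of 60% or more, whatever share of single replicates reaches that level; inconclusive = some that reach 60%, reason not given; inactive = mean inhibition across replicates below 60%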; also: values of inactives mirror those of a sister screen read the other way
NR2E3 ag-1: NR2E3 (human) agonism | GST-NR2E3/biotin-RetCOR TR-FRET, 1536-well | AID 2300 | 0.12% of 320,000 active | Q9Y5X4 | inhibition of corepressor binding, % at 4.78 µM;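 active = percent inhibition above the cutoff of mean plus 3 SD of all tested compounds, set per screening campaign, cut at about 20% in these data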;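 also: 0% = DMSO wells and 100% = biotin wells as full block of FRET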
Target sequence (Q9Y5X4 whole entry, looked up): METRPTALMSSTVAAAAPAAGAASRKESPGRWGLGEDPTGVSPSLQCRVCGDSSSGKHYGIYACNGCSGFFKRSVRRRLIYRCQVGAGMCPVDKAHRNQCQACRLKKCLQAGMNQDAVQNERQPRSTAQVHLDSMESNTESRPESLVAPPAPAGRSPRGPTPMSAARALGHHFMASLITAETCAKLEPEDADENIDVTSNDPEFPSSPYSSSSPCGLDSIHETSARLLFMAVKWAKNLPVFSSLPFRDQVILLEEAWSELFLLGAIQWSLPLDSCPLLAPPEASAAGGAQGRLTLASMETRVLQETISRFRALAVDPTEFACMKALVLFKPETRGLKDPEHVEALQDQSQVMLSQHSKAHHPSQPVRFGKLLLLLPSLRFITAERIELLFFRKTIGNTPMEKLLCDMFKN
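System: GST-NR2E3 and biotin-RetCOR proteins; probe or stimulus: 7 nM biotin-RetCOR; doses: compound at 4.8 µM, single dose; schedule: Compound–protein incubation for 5 h at 4 °C; detection: time-resolved FRET; read-out: percent inhibition; controls: biotin wells as high control, 0.6% DMSO wells as low control; format: 1536-well plates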
HIF-2a block: inhibitors of HIF-2a | inhibition, % at 18.8 µM | 0.72% of 360,000 active | 786-0 RCC cells HIF-2a reporter, luciferase luminescence, overnight;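 active = inhibition of the luminescence signal of 40% or more relative to plate controls, in a single-dose primary screen at 18.75 µM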
NR2E3 ag-2: human photoreceptor-specific nuclear receptor agonism; CHO-S Gal4-NCOR/VP16-NR2E3 two-hybrid, luciferase; inhibition of corepressor binding, % at 3.98 µM; 0.35% of 360,000 active; AID 602229;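 active = inhibition above the mean of all tested compounds plus 3 SD, cut at about 70% in these data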;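 also: 0% = DMSO with NR2E3 transfected cells and 100% = cells lacking NR2E3 construct; higher means lower luciferase signal from less NR2E3 corepressor binding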
Shn3 3UTR inh: inhibitors of Schnurri-3 3'UTR reporter in osteoblasts | AID 588674 | inhibition, % at 12.5 µM | 0.52% of 360,000 active | Clone20 osteoblast Shn3 3'UTR firefly luciferase, 24 h;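 active = mean inhibition of at least 75% with every replicate also reaching 75%; inconclusive = mean inhibition at least 75% but some replicate below; inactive = mean inhibition below 75%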;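 also: 0% = median of neutral control wells and 100% = pilot-screen positive control compound; some compounds past the cut are filed as inactive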
CF NFkB block: inhibitors of cystic fibrosis induced NF-kB; KKLEB NF-kB-GFP reporter, PAF-induced, GFP fluorescence overnight; inhibition, % at 5 µM; 0.86% of 360,000 active;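 active = at least 50% inhibition at 5 µM, scaled per plate between neutral and stimulator controls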;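 also: PAF is a Pseudomonas aeruginosa culture filtrate used as stimulus; plate controls were PAF-stimulated DMSO wells for no effect and unstimulated DMSO wells for full effect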
Numbers without * were called inactive; ? = inconclusive; nt = no result given. Compounds as they come (roughly 3.3% active in at least one column).

SMILES	CaV13 FRET inh	Peg3 prom inh	Vif inh	PDI inh	KKLEB tox	TRPM1 prom inh	NR2E3 ag-1	HIF-2a block	NR2E3 ag-2	Shn3 3UTR inh	CF NFkB block
CCOC(=O)c1ccc(Nc2nnc(C(C)(C)C)c(=O)[nH]2)cc1	-5	-22	-10	-7	3	-22	-2	-88	1	54	16
COc1ccc(C(C[N+](=O)[O-])c2c(C)cc3ccccn23)cc1 (configuration not stated)	-6	25	0	-2	-2	24	-2	-1	-6	4	17
CC1CCc2sc(C(=O)N3CCC(C(N)=O)CC3)cc2C1 (configuration not stated)	-7	-350	2	-8	-2	nt	6	-217	-171	-60	-2
O=C(Cn1[nH]c(=O)c2ccccc2c1=O)OCC(=O)N(Cc1ccccc1)Cc1ccccc1	0	6	6	1	8	11	0	27	-6	6	1
Cc1cc(NC(=O)COC(=O)C2CSC3(C)CCC(=O)N23)ccc1Br (configuration not stated)	-5	-10	0	9	4	5	nt	-7	8	8	-4
CNc1ccc2nnc(C(F)(F)C(F)(F)C(F)(F)F)n2n1	-3	1	18	-2	-9	-2	0	6	-13	-17	-3
O=c1[nH]c(CS(=O)(=O)c2ccccc2)nc2ccccc12	-7	-1	2	-5	-1	17	3	-3	-24	10	0
COc1cc2c(cc1[N+](=O)[O-])-c1ccccc1C2	-3	-34	7	8	-1	-24	nt	-151	-22	-3	-41
CCOC(=O)/C(C#N)=C1\CC2CCC1(C)C2(C)C (configuration not stated)	-18	-19	-1	23	-2	-29	0	14	-23	-39	-18
FC(F)(F)c1cccc(CN2CCC(c3cc(-c4cccs4)n[nH]3)CC2)c1	-9	45	10	4	-24	5	-2	25	-32	44	15
CCOc1ccccc1/C=C(/NC(=O)c1ccccc1)C(=O)N(CC)CC	-3	7	nt	-1	-2	9	3	12	4	19	6
Cc1oc2ccc(OC(=O)c3cccs3)cc2c1C(=O)OC(C)C	-4	-110	-1	4	1	-8	-1	5	-16	-17	-7
COc1ccc([N+](=O)[O-])cc1NC(=O)C(C)OC(=O)C1CCC1 (configuration not stated)	-14	13	-10	-5	-6	2	3	0	13	-10	-12
Cc1ccc(C)c(S(=O)(=O)N2CCN(C(=O)Cc3ccsc3)CC2)c1	-2	15	-5	9	3	0	2	17	7	-24	10
C/C(=N\NC(=S)NCc1ccccc1)c1cccc(Br)c1	-18	-73	-5	2	7	4	4	-130	25	7	-6
CCOc1cccc(C(=O)Nc2ccc3oc(-c4cccnc4)nc3c2)c1	-9	-9	-6	11	11	7	1	-40	-26	-6	-1
O=C(COc1ccc(Br)cc1)Nc1ccc(NC(=O)c2ccccc2)cc1	-6	-11	-4	2	12	-8	4	12	-8	-2	-32
Cc1cc(Cl)ccc1-c1nc(NCCN(C)C)nc2ccsc12	-7	6	-1	13	-6	nt	nt	-7	21	16	22
CC(C)=CCCC(C)NC(=O)NC1CCCCC1 (configuration not stated)	-6	6	?	2	-4	-7	-1	-45	-18	-11	4
O=C(C1CC(=O)N(c2ccc(Cl)cc2)C1)N1CCC(c2nc3ccccc3[nH]2)CC1 (configuration not stated)	-2	12	4	-2	-2	7	-2	17	-1	-1	-3
Cn1cnc([N+](=O)[O-])c1S(=O)(=O)c1ccc(Cl)cc1	-5	104*	-2	-5	7	24	nt	25	11	13	-13
Cc1csc(N)n1	-4	-21	2	-5	5	4	3	-1	-36	-20	2
Cc1cnc(NC(=O)CSc2nnc(C)s2)s1	-8	-18	-2	-2	5	-13	0	-9	-13	12	5
COC(=O)Cc1ccc(N(Cc2ccccc2F)S(=O)(=O)c2ccc(Br)cc2)cc1	-4	-3	2	-3	-1	25	1	-1	-38	0	15
COc1cc(C(=O)Nc2nc(C)c(Cc3ccc4c(c3)OCO4)s2)cc(OC)c1OC	-5	25	-10	10	-11	26	0	-34	-44	37	21

As entered above.
Value for Cc1csc(N)n1 under Shn3 3UTR inh: -20
Value for COC(=O)Cc1ccc(N(Cc2ccccc2F)S(=O)(=O)c2ccc(Br)cc2)cc1 under CaV13 FRET inh: -4

The list goes on:
SMILES	CaV13 FRET inh	Peg3 prom inh	Vif inh	PDI inh	KKLEB tox	TRPM1 prom inh	NR2E3 ag-1	HIF-2a block	NR2E3 ag-2	Shn3 3UTR inh	CF NFkB block
CC1CN(C(=O)COC(=O)c2ccc(O)cc2)CC(C)O1 (configuration not stated)	-2	12	7	3	0	10	1	11	-1	-9	-3
Cc1onc(-c2ccccc2)c1C(=O)Nc1sc2c(c1C#N)CCC2	-4	22	-20	0	-8	11	5	-5	-68	-1	8
CN=C(Nc1ccccc1OC)SC1CC(=O)N(c2ccc(C(=O)OC)cc2)C1=O (configuration not stated)	-4	20	10	-1	1	21	5	11	-30	12	10
CN(C)S(=O)(=O)c1ccc(NC(=O)Cc2ccc(S(=O)(=O)N3CCOCC3)s2)cc1	-6	18	3	-10	-3	-1	2	16	3	1	-13
COCCNC(=S)Nc1ccc(Cl)c(Cl)c1	-4	-17	20	-23	-2	-25	6	-28	-18	-4	21
CCC(=O)Nc1ccc2ccccc2c1	-4	-44	-2	-1	10	-5	4	-39	-19	-28	-19
Cc1ccc(C(=O)OC(C)C(=O)NC2CCCCC2C)cc1S(=O)(=O)N1CCCCC1 (configuration not stated)	-7	-7	-10	6	8	22	3	6	-22	9	11
O=c1c2cc(N3CCOCC3)ccc2[nH]c(=S)n1CCCN1CCCCCC1	-5	-13	7	0	5	-16	10	2	-9	4	-1
NS(=O)(=O)c1ccc2nc(NC(=O)Nc3ccccc3F)sc2c1	-3	-386	2	-13	13	-73	4	-236	-92	-49	-9
COc1cccc(CC2(CO)CCCN(Cc3ccc(CO)o3)C2)c1 (configuration not stated)	-8	17	-2	-9	0	6	-1	14	-15	-39	-2
CC(C)Oc1ccc(C(=O)NCCCNC(=O)c2ccccn2)cc1	-4	-2	10	-63	8	-8	-2	4	-9	-14	-7
Cc1ccccc1CN1C(=O)CSc2ccc(C(=O)N3CCOCC3)cc21	nt	14	14	6	1	7	-2	9	17	-5	-8
O=C(CC1OC(=O)c2ccccc21)Nc1ccccc1N1CCOCC1 (configuration not stated)	-5	20	-2	-4	1	11	1	14	-6	-6	14
COc1ccc(S(=O)(=O)N2CCOCC2)cc1NC(=O)CSc1nnc(C2CC2)n1C	-5	-7	7	-4	-6	0	nt	-2	3	-13	-25
COc1ccc(/C=C/C(=O)NC(=S)Nc2cc([N+](=O)[O-])ccc2O)cc1OC	6	-18	37	-4	2	-6	7	2	-18	-10	17
Cc1cc(NC(=O)COC(=O)CCNS(=O)(=O)c2ccccc2)n(-c2ccccc2)n1	-6	7	3	0	8	2	-3	12	-29	9	20
CCCNc1nc2c(c(=O)n(C)c(=O)n2C)n1Cc1cccc(C)c1	-7	12	-7	-2	-5	14	4	13	19	96*	-7
CCOC(=O)c1c(C)[nH]c(C(=O)OCC(=O)NCCc2ccc(OCC)c(OCC)c2)c1C	-15	11	-1	-9	-4	17	2	24	-26	30	29
CCCCN(C(=O)CN1CC(C)OC(C)C1)c1c(N)n(CC(C)C)c(=O)[nH]c1=O (configuration not stated)	-2	-14	0	2	-2	-6	1	7	-15	-7	-2
COC(=O)c1ccc(C2/C(=C(\O)c3cccc(OC)c3)C(=O)C(=O)N2CCCN(C)C)cc1 (configuration not stated)	-2	-7	-1	4	7	0	1	10	-21	-11	0
CCCCn1c(SCC2CCCO2)nc2cc(S(N)(=O)=O)ccc21 (configuration not stated)	nt	13	-6	4	-1	10	2	17	-1	10	-8
COc1ccc(CCNC(=O)CCN2C(=O)C3CC=CCC3C2=O)cc1OC (configuration not stated)	-4	8	1	-2	4	-3	-1	15	-4	-4	-7
CC(CC(=O)Nc1ccncc1)c1ccccc1 (configuration not stated)	-3	5	-1	-3	-12	5	-3	21	-28	8	8
CCc1nc2ccc(C(=O)NCCc3ccccn3)cn2c1N(C)CCC(C)C	-6	11	-9	-4	5	nt	nt	14	8	-2	0
O=C(COc1ccccc1Cl)N1N=C(c2cccs2)CC1c1ccco1 (configuration not stated)	-3	-45	17	-3	-8	-14	2	-46	11	-19	27

With a hit mark in Shn3 3UTR inh, among the entries above:
compound,CaV13 FRET inh,Peg3 prom inh,Vif inh,PDI inh,TRPM1 prom inh,NR2E3 ag-1,HIF-2a block,NR2E3 ag-2,Shn3 3UTR inh,CF NFkB block
CCCNc1nc2c(c(=O)n(C)c(=O)n2C)n1Cc1cccc(C)c1,-7,12,-7,-2,14,4,13,19,96*,-7

Further results:
SMILES	CaV13 FRET inh	Peg3 prom inh	Vif inh	PDI inh	KKLEB tox	TRPM1 prom inh	NR2E3 ag-1	HIF-2a block	NR2E3 ag-2	Shn3 3UTR inh	CF NFkB block
COc1cccc(-c2cnc(C(O)c3cc(C)cc(C)c3)[nH]2)c1 (configuration not stated)	-11	17	-4	9	6	nt	nt	-8	-28	-24	-31
CCc1ccc(-c2n[nH]c(=O)c3ccccc23)cc1	-14	28	-2	2	3	-5	-3	9	-10	15	-16
O=C(NCc1ccccn1)Nc1cc(Cl)cc(Cl)c1	-2	2	-12	-5	-4	1	-1	-33	-6	4	3
Nc1nc2ccccc2nc1N1CCCC1	-8	-56	12	1	0	-12	2	-50	-15	-23	8
Cc1cc2ccccc2nc1SCC(=O)N1c2ccccc2CC1C (configuration not stated)	nt	8	-6	-41	3	-2	4	25	-2	1	-3
CN1CCN(c2ccc(NC(=O)CN3CCOCC3)cc2F)CC1	-8	5	4	-6	5	0	2	19	-10	6	-18
CCC(C(=O)OC)n1cnc2c(nnn2-c2ccccc2)c1=O (configuration not stated)	-8	8	4	nt	2	nt	2	-3	15	9	-1
CCSc1nnc(Cn2c(=O)sc3ccccc32)n1-c1ccccc1C	-2	-3	25	nt	33	-6	3	8	-1	11	-32
CCCN(CCC)CCCNC(=O)c1cc2c(=O)[nH]c3ccccc3c2n1C	0	13	0	5	9	-7	-1	3	-7	-5	-14
Clc1ccccc1Nc1nc(NCc2cccs2)nc2ccsc12	-12	7	6	-4	-26	nt	nt	10	24	59	32
CCC(=O)N1CCc2cc(S(=O)(=O)NCCC(=O)N3CCN(c4cccc(OC)c4)CC3)ccc21	-2	9	-6	-8	-13	7	2	5	3	33	13
CCC/C=N/NC(=O)c1[nH]c2c([N+](=O)[O-])cccc2c1C	-9	-3	-2	8	7	-12	6	3	-15	-1	-1
CC1CN(/C=C/C=O)C(C)CC1OC(=O)c1ccccc1 (configuration not stated)	-3	13	-4	0	0	5	0	4	-21	-2	11
Oc1ccc(N=Nc2c(O)ccc3ccccc23)cc1	-9	-149	nt	-6	28	-3	6	-284	-40	23	-25
O=C(OCCN1C(=O)c2ccccc2C1=O)c1cccs1	-6	-22	1	5	8	-14	2	-22	-3	-20	13

Source: PubChem BioAssay (several laboratories)
